PLK1 PBD inh – qHTS for Inhibitors of PLK1-PDB (polo-like kinase 1 - polo-box domain): Primary Screen | Serine/threonine-protein kinase PLK1 (Homo sapiens), P53350 | Plk1 PBD binding of FITC phosphopeptide, fluorescence polarization | Potency, µM, for inactives: max response, negative = inhibition, usual class: inhibitors | 2.8% of 360,000 active; note: potency is the fitted concentration of half-maximal effect; series mostly up to about 57 µM; % is set by controls: 0 for no effect and ±100 for the full control effect; nearly all actives have a fitted effect of over 65% in size
Target sequence (P53350 whole entry, looked up, the tested form may be a part): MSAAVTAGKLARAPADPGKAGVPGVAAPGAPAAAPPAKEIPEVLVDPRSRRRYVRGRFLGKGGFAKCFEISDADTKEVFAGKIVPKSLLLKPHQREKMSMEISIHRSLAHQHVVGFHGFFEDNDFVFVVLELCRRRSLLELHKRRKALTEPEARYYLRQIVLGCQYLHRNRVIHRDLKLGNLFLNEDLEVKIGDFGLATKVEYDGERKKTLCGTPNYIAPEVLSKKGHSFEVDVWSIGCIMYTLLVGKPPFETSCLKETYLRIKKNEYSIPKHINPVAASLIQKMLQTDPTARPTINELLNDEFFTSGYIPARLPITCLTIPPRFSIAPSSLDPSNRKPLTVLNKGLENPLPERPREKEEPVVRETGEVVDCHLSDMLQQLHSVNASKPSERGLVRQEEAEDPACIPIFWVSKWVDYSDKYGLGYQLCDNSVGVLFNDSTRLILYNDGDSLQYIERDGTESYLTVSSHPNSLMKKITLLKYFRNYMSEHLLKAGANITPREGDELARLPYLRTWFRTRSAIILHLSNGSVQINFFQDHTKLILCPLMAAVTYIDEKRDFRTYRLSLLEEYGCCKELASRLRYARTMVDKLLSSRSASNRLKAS
FUS suppressor – qHTS for Suppressors of FUS Proteinopathy: Primary screen using FUS-linked yeast assay; AID 1347120, 2019; S. cerevisiae FUS-expressing, growth rescue, OD600, 24 h; Potency, µM (doses to about 76.6 µM), for the others: top-dose growth rescue (activation), most hits filed as activators; 0.24% of 390,000 active;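 note: potency is the fitted concentration of half-maximal effect; plate controls were DMSO vehicle for no effect and reference control for full effect; nearly all actives have a fitted effect of over 55% in size; some results filed as inactive show a strong effect at the top dose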
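Steps: raffinose overnight preculture; dilution to OD 0.005 in 2% galactose minimal medium; compound addition (concentration series); 24hr at 30C, 99% humidity; absorbance read at 600 nm.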
EPAC1 antag – qHTS for Antagonist of cAMP-regulated guanine nucleotide exchange factor 3 (EPAC1): primary screen; Rap guanine nucleotide exchange factor 3 (Homo sapiens), O95398; EPAC1 GEF assay, Rap1b-BODIPY-GDP exchange fluorescence; Potency, µM (series often up to 115 µM), for the others: at the highest dose activity change, negative = inhibition, most hits filed as inhibitors; 0.14% of 360,000 active; AID 720709, 2013;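 note: potency is the fitted concentration of half-maximal effect; plate controls were vehicle for no effect and positive control for full effect; nearly all actives have a fitted effect of over 50% in size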
WRN helicase inh – qHTS for Inhibitors of WRN Helicase | Bifunctional 3'-5' exonuclease/ATP-dependent helicase WRN (Homo sapiens), Q14191 | WRN helicase unwinding, fluorescent forked duplex, kinetic | Potency, µM (series often up to 114 µM), inactives show at the top dose activity change, negative = inhibition, actives largely listed as inhibitors | 0.46% of 360,000 active | AID 651768, 2012; note: potency is the fitted concentration of half-maximal effect; % is set by controls: 0 for no effect and ±100 for the full control effect; nearly all actives have a fitted effect of over 55% in size
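Enzyme (20 nM final) and test compound sit together 15 min at room temperature before substrate addition. Substrate is a single-forked duplex oligonucleotide (100 nM) labelled with fluorophore and quencher, with 2 mM ATP; helicase unwinding raises red fluorescence, read kinetically.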
EPAC1 agonist – qHTS for Agonist of cAMP-regulated guanine nucleotide exchange factor 3 (EPAC1): primary screen; EPAC1 agonist qHTS, biochemical assay; response scale: 100% = response to 6.5 mM cAMP; 0.073% of 360,000 active; AID 720707, 2013; Potency, µM (top dose mostly 154 µM), inactives show at the top dose activation, actives largely listed as activators; note: potency is the fitted concentration of half-maximal effect; nearly all actives have a fitted effect of over 60% in size
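Normalized to 6.5 mM cAMP, activity reflects EPAC1-catalysed release of BODIPY-GDP from Rap1B, followed kinetically over 30 min at 480 nm excitation, 540 nm emission. Reaction contained 100 nM EPAC1, 250 nM Rap1B-BODIPY-GDP, 50 uM GDP.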
Abeta rescue – qHTS for compounds that reverse cellular toxicity of Amyloid beta (A-beta) peptide in yeast: Primary Screen. yeast expressing A-beta42, growth rescue, OD600, 48 h; response scale: 0% DMSO, 100% iron-clioquinol control. Potency, µM (top dose mostly 46.1 µM), for the others: at the top dose growth rescue, usual class: activators. 0.063% of 410,000 active; note: potency is the fitted concentration of half-maximal effect; nearly all actives have a fitted effect of over 55% in size
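Growth rescue measured by 600 nm absorbance after 48 h yeast culture at 30 C with compound. Values normalized between DMSO and an equimolar ferric chloride plus clioquinol control.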
IL-2 act – qHTS of IL-2 Activators; 0.065% of 360,000 active; activation, % (series mostly up to about 46 µM); IL-2 activation reporter assay, cell-based qHTS; stimulated with anti-CD3/CD4/CD28 beads; in transgenic mouse T cells; in the data active = activation above about 50%; inconclusive = mostly about 30% to 49%; note: 0% is about no effect
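Unstimulated transgenic mouse T cells, 750 per well, received compound and, after 60 minutes, anti-CD3/anti-CD4 bead plus anti-CD28 stimulation. EGFP and DsRed were quantified after 18 hours.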
PI5P4Ka inh – qHTS for Inhibitors of phosphatidylinositol 5-phosphate 4-kinase (PI5P4K). Phosphatidylinositol 5-phosphate 4-kinase type-2 alpha (Homo sapiens), P48426. PI5P4Kalpha enzyme, ADP-Glo luminescence, 60 min; active compounds read low. max response, %. 1.2% of 330,000 active; active = max response of -50% or lower; inconclusive = between -30% and -50%; inactive = -30% or higher; note: value at the top dose of about 77 µM; % is set by controls: 0 for no effect and ±100 for the full control effect
Target sequence (P48426 whole entry, looked up): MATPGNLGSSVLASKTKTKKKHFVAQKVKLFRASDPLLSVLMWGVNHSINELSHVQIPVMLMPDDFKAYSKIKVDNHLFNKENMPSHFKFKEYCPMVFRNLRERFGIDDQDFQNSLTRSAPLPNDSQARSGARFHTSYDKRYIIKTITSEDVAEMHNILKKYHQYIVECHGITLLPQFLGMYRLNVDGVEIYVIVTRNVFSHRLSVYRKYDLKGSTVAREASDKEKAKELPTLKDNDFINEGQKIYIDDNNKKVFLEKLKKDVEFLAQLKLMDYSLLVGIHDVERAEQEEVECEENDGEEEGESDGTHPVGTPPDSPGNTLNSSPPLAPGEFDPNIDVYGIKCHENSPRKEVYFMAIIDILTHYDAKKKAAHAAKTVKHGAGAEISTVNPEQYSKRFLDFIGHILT
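qHTS, 1536-well: enzyme/substrate mix, compound by pin tool, 5 microM ATP final; RT 60 min; ADP-Glo reagents 1 (45 min) then 2 (30 min); luminescence.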
* marks the source's active call; other numbers are inactive results; [ ] = another dose, or the depositor's remark. Unless noted, calls come from the whole dose curve; as a rule, active = well fitted curve in the direction sought with a large enough effect; inconclusive = small, poorly fitted or top-dose-only effect, or another doubt; inactive = no such curve, though single readings can be large; an effect the other way counts as inactive or inconclusive.

What do the screens show for `COC(=O)CSc1cccc2c1C(=O)CC2c1ccccc1` (stereo unspecified)?
PLK1 PBD inh: -6%; FUS suppressor: -10%; EPAC1 antag: -5%; WRN helicase inh: -9%; EPAC1 agonist: 4%; Abeta rescue: 7%; IL-2 act: -2.2; PI5P4Ka inh: -13

What do the screens show for `COc1ccc(/C=C/C(=O)Nc2ccc(C(C)=O)cc2)cc1S(=O)(=O)N1CCOCC1`?
PLK1 PBD inh: -1%; FUS suppressor: -48%; EPAC1 antag: 10%; WRN helicase inh: 9%; EPAC1 agonist: -6%; Abeta rescue: 9%; IL-2 act: 0.1; PI5P4Ka inh: -1

Results for COc1ccc(Cl)c(OC)c1C(=O)NC(=O)Nc1c(F)cc(F)cc1F ?
PLK1 PBD inh: -12%; FUS suppressor: 9%; EPAC1 antag: -5%; WRN helicase inh: 9%; EPAC1 agonist: 7%; Abeta rescue: -8%; IL-2 act: -1.7; PI5P4Ka inh: 2

How did COc1ccc(-c2nnc(SCC(=O)N3CCOCC3)o2)cc1OC do in these assays?
PLK1 PBD inh: -12%; FUS suppressor: -15%; EPAC1 antag: 4%; WRN helicase inh: -1%; EPAC1 agonist: -14%; Abeta rescue: -28%; IL-2 act: -3.5; PI5P4Ka inh: -6

How did Cc1onc(-c2ccccc2)c1C(=O)N1CCN(S(=O)(=O)c2ccccc2Br)CC1 do in these assays?
PLK1 PBD inh: -3%; FUS suppressor: 3%; EPAC1 antag: 15%; WRN helicase inh: 7%; EPAC1 agonist: 1%; Abeta rescue: 13%; IL-2 act: 0.0; PI5P4Ka inh: 0

How did CCC(CC)c1nnc(NC(=O)c2ccc(S(=O)(=O)N3CCc4ccccc4C3)cc2)s1 do in these assays?
PLK1 PBD inh: -21%; EPAC1 antag: -1%; WRN helicase inh: 4%; EPAC1 agonist: 12%; Abeta rescue: -4%; IL-2 act: -2.9; PI5P4Ka inh: 2

What do the screens show for `Cc1cc(NC(=O)CSc2nc(N)c(NC(=O)c3ccco3)c(=O)[nH]2)no1`?
PLK1 PBD inh: 30µM*; FUS suppressor: 10%; EPAC1 antag: -9%; WRN helicase inh: -3%; EPAC1 agonist: -6%; Abeta rescue: 8%; IL-2 act: -2.1; PI5P4Ka inh: -4

What do the screens show for `Cc1ccc(-n2nnc3c(=O)n(CC(=O)NCc4ccccc4)cnc32)cc1`?
PLK1 PBD inh: -8%; FUS suppressor: 5%; EPAC1 antag: 15%; WRN helicase inh: -17%; EPAC1 agonist: -5%; Abeta rescue: -6%; IL-2 act: -2.5; PI5P4Ka inh: 8

Results for COc1ccccc1NC(=O)N(Cc1ccco1)Cc1cc2cc(C)cc(C)c2[nH]c1=O ?
PLK1 PBD inh: -5%; FUS suppressor: 7%; EPAC1 antag: 5%; WRN helicase inh: -5%; EPAC1 agonist: 15%; Abeta rescue: 0%; IL-2 act: 1.3; PI5P4Ka inh: 3

What do the screens show for `CCCN1CCN(CCCNC(=O)c2cc3c(=O)n(C)c4ccccc4c3n2C)CC1`?
PLK1 PBD inh: -5%; FUS suppressor: -3%; EPAC1 antag: -6%; WRN helicase inh: 5%; EPAC1 agonist: 5%; Abeta rescue: -8%; IL-2 act: -4.4; PI5P4Ka inh: 1

How did Cc1ccc(C)c2nc(N3CCCC3)c(C#N)cc12 do in these assays?
PLK1 PBD inh: inconclusive; FUS suppressor: 4%; EPAC1 antag: 0%; WRN helicase inh: -2%; EPAC1 agonist: 2%; Abeta rescue: -5%; IL-2 act: -3.1; PI5P4Ka inh: -3

Results for CC[C@@H]1Cc2[nH][nH]c(=O)c2[C@H](c2ccc(Cl)cc2)O1 ?
PLK1 PBD inh: inconclusive; FUS suppressor: 5%; EPAC1 antag: 5%; WRN helicase inh: -3%; EPAC1 agonist: -11%; Abeta rescue: -2%; IL-2 act: 0.0; PI5P4Ka inh: -7

How did CCCn1c(SCC(=O)Nc2ccccc2OC)nnc1-c1ccco1 do in these assays?
PLK1 PBD inh: 0%; FUS suppressor: -7%; EPAC1 antag: -4%; WRN helicase inh: 3%; EPAC1 agonist: -6%; Abeta rescue: -3%; IL-2 act: -4.1; PI5P4Ka inh: -6

Results for O=C(c1ccncc1)N1CCN(C(=O)c2cccc3ccccc23)CC1 ?
PLK1 PBD inh: -5%; FUS suppressor: 17%; EPAC1 antag: 9%; WRN helicase inh: 3%; EPAC1 agonist: -3%; Abeta rescue: -1%; IL-2 act: -0.7; PI5P4Ka inh: 5

What do the screens show for `COC(=O)/C(C#N)=C/c1occc1C`?
PLK1 PBD inh: -5%; EPAC1 antag: 3%; WRN helicase inh: -3%; EPAC1 agonist: -9%; Abeta rescue: 6%; IL-2 act: 0.3; PI5P4Ka inh: 4

How did CCN(C(=O)COC(=O)CSc1ccc(F)cc1)c1c(N)n(Cc2ccccc2)c(=O)[nH]c1=O do in these assays?
PLK1 PBD inh: 2%; FUS suppressor: 10%; EPAC1 antag: 2%; WRN helicase inh: 3%; EPAC1 agonist: -6%; Abeta rescue: -18%; IL-2 act: -0.9; PI5P4Ka inh: 0

What do the screens show for `O=[N+]([O-])c1ccc(N2CCN(c3nc(-c4ccc(Cl)cc4)cs3)CC2)cc1`?
PLK1 PBD inh: -3%; FUS suppressor: -1%; EPAC1 antag: -1%; WRN helicase inh: -4%; EPAC1 agonist: 5%; Abeta rescue: 6%; IL-2 act: 22; PI5P4Ka inh: -2

What do the screens show for `Cc1ccc(C(=O)O/N=C/c2ccc3c(c2)OCO3)cc1`?
PLK1 PBD inh: -13%; EPAC1 antag: -10%; WRN helicase inh: 9%; EPAC1 agonist: 3%; Abeta rescue: -6%; IL-2 act: -2.3; PI5P4Ka inh: 1

What do the screens show for `CC(C)COc1ccc(Cc2cnc(N)nc2N)cc1`?
PLK1 PBD inh: -4%; FUS suppressor: -2%; EPAC1 antag: -15%; WRN helicase inh: 1%; EPAC1 agonist: 0%; Abeta rescue: -6%; IL-2 act: 0.8; PI5P4Ka inh: 1

How did O=C(O)C(S)C(S)C(=O)O (stereo unspecified) do in these assays?
PLK1 PBD inh: 8.4µM*; FUS suppressor: -6%; EPAC1 antag: 2%; WRN helicase inh: -29%; EPAC1 agonist: -3%; Abeta rescue: -59%[inhibitor]; IL-2 act: -0.1; PI5P4Ka inh: -55*

Grouped by structure: the entries above with two or more sulfur atoms.
How did CCC(CC)c1nnc(NC(=O)c2ccc(S(=O)(=O)N3CCc4ccccc4C3)cc2)s1 do in these assays?
PLK1 PBD inh: -21%; EPAC1 antag: -1%; WRN helicase inh: 4%; EPAC1 agonist: 12%; Abeta rescue: -4%; IL-2 act: -2.9; PI5P4Ka inh: 2

How did O=C(O)C(S)C(S)C(=O)O (stereo unspecified) do in these assays?
PLK1 PBD inh: 8.4µM*; FUS suppressor: -6%; EPAC1 antag: 2%; WRN helicase inh: -29%; EPAC1 agonist: -3%; Abeta rescue: -59%[inhibitor]; IL-2 act: -0.1; PI5P4Ka inh: -55*

The results go on.
What do the screens show for `CCN(CC)C(=O)CSc1nnc(SCc2ccc(Cl)cc2)s1`?
PLK1 PBD inh: -10%; FUS suppressor: 15%; EPAC1 antag: -3%; WRN helicase inh: -2%; EPAC1 agonist: 6%; Abeta rescue: 14%; IL-2 act: -2.6; PI5P4Ka inh: 5

What do the screens show for `O=C(OCC(=O)c1cccc2ccccc12)c1ccc(CO)cc1`?
PLK1 PBD inh: 2%; FUS suppressor: 24%; EPAC1 antag: -12%; WRN helicase inh: -13%; EPAC1 agonist: 2%; Abeta rescue: -9%; IL-2 act: -2.9; PI5P4Ka inh: 9

How did CCc1ccc(NC(=O)c2ccc3c(c2)C(=O)N(CCOC)C3Nc2ccc(CC)cc2)cc1 (stereo unspecified) do in these assays?
PLK1 PBD inh: 1%; FUS suppressor: -19%; EPAC1 antag: 8%; WRN helicase inh: 6%; EPAC1 agonist: -12%; Abeta rescue: 6%; IL-2 act: -1.1; PI5P4Ka inh: -2

Results for CCc1c(C)nc2cc(-c3cccs3)[nH]n2c1=O ?
PLK1 PBD inh: -1%; EPAC1 antag: 0%; WRN helicase inh: -13%; EPAC1 agonist: 2%; Abeta rescue: 9%; IL-2 act: -0.3; PI5P4Ka inh: 0

How did O=C(NC12CC3CC(CC(C3)C1)C2)N1CCN(C(=O)c2ccco2)CC1 do in these assays?
PLK1 PBD inh: -3%; FUS suppressor: 13%; EPAC1 antag: 36%[activator]; WRN helicase inh: -1%; EPAC1 agonist: -6%; Abeta rescue: 18%; IL-2 act: -1.7; PI5P4Ka inh: 1

How did C#CCOCCOCCOCCNc1nc(N2CCN(C(=O)CCCCCCCCCCNC(=O)[C@@H](CCC(=O)O)n3cc(CCCCCN)nn3)CC2)nc(N2CCN(C(=O)CCCCCCCCCCNC(=O)[C@@H](CCC(=O)O)n3cc(CCCCCN)nn3)CC2)n1 do in these assays?
PLK1 PBD inh: -2%; FUS suppressor: 42%; EPAC1 antag: 7%; WRN helicase inh: 1%; EPAC1 agonist: -13%; Abeta rescue: 1%; IL-2 act: -0.3; PI5P4Ka inh: -19

What do the screens show for `CCc1ccc(N=c2c([N+](=O)[O-])nn(-c3ccccc3)n2O)cc1`?
PLK1 PBD inh: -1%; FUS suppressor: 24%; EPAC1 antag: -12%; WRN helicase inh: -11%; EPAC1 agonist: 13%; Abeta rescue: inconclusive; IL-2 act: -1.7

Results for CC(C)CCNC(=O)NC(=O)COC(=O)/C=C/c1cccc([N+](=O)[O-])c1 ?
PLK1 PBD inh: 8%; FUS suppressor: 35%; EPAC1 antag: 4%; WRN helicase inh: 13%; EPAC1 agonist: -13%; Abeta rescue: 18%; IL-2 act: -0.5; PI5P4Ka inh: -1

How did O=C(CCNS(=O)(=O)c1ccc(Br)cc1)NCc1ccc(F)cc1 do in these assays?
PLK1 PBD inh: -6%; FUS suppressor: inconclusive; EPAC1 antag: -23%; WRN helicase inh: -1%; EPAC1 agonist: 1%; Abeta rescue: 10%; IL-2 act: -1.1; PI5P4Ka inh: 4

Source: PubChem (National Center for Advancing Translational Sciences (NCATS))
